# Compound activity: PubChem BioAssay, The Scripps Research Institute Molecular Screening Center
# OX1R antag-1 = antagonists of human orexin 1 receptor (OX1R) | AID 485270, 2010 | Orexin/Hypocretin receptor type 1 (Homo sapiens), O43613 | OX1R-expressing cells, FRET antagonist read-out | actives 1.8% (n = 330,000) | inhibition, % at 6.6 µM; in the data active means inhibition mostly above about 38%, no sharp cut-off; inactive means mostly below about 40%;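 further: 0% = agonist challenge alone and 100% = reference antagonist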
# Target sequence (O43613 whole entry, looked up): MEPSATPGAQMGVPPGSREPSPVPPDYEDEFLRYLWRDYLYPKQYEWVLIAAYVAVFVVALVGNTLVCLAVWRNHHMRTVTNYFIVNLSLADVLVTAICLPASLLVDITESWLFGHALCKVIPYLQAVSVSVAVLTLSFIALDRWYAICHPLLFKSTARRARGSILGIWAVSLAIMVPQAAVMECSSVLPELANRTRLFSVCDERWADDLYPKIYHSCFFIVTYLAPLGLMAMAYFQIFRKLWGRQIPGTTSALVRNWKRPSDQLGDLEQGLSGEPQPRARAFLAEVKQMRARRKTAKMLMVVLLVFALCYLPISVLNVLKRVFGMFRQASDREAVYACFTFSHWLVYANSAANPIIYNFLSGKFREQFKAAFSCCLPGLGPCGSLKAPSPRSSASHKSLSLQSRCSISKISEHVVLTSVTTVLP
# OX1R antag-2 = OX1R (HCRTR1) antagonists, primary screen, fluorescence, CHO/OX1R cells, Fluo-8 calcium, orexin A. actives 0.43% (n = 330,000). Orexin/Hypocretin receptor type 1 (Homo sapiens), O43613. AID 434989, 2010. inhibition, % at 5 µM. Fluo-8 calcium fluorescence;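 active means inhibition above its plate's threshold, mean inhibition of all tested compounds on the plate plus 3 SD, cut at about 37% in these data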;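 further: 0% = orexin A challenge wells and 100% = SB-334867-A antagonist wells; not every result past the cut was called active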
# Numbers without * were called inactive; & = joins results of further samples. The list is partial, so the mix of outcomes need not match the whole.
SMILES,OX1R antag-1,OX1R antag-2
CC[C@H]1CN2CCC1C[C@H]2[C@H](O)c1ccnc2ccc(OC)cc12 (stereo not given in full),13.9,-33.2
O=C(Nc1ccc(Br)cc1)N1C[C@H]2C[C@@H](C1)c1cccc(=O)n1C2,15.9,1.8
Cc1ccccc1-n1c(O)c(C=Nc2ccc(N(C)C)cc2)c(=O)[nH]c1=O,22.9,-22.8
CCCCC(C)C(OC(=O)CC(CC(=O)O)C(=O)O)C(CC(C)CC(O)CCCCC(O)CC(O)C(C)N)OC(=O)CC(CC(=O)O)C(=O)O (stereo not given),10.0,-6.5
COc1ccccc1CN1CCN(C(=O)COc2ccccc2)CC1,15.0,-21.4
O=C(N/N=C/c1c(O)n(CCc2ccccc2)c(=O)[nH]c1=O)c1ccccc1O,38.0,-14.7
NNP(=O)(CC(=O)c1ccccc1)c1ccccc1 (stereo not given),-0.9,-26.5
Cc1cccc(-n2c(O)c(C=NCc3cccnc3)c(=O)[nH]c2=O)c1C,3.7,-10.1
CC(O)(CS(=O)(=O)c1ccc(F)cc1)C(=O)Nc1ccc(C#N)c(C(F)(F)F)c1 (stereo not given),21.7,-19.6
Cc1c(CC(=O)N2C[C@H]3C[C@@H](C2)c2cccc(=O)n2C3)c(=O)oc2c(C)c(O)ccc12,12.9,-7.4
O=C(c1cc(-c2ccc(Cl)cc2)n(-c2ccc(Cl)cc2Cl)n1)N1CCOCC1,20.6,-25.2
COC(=O)C1=C(c2cccc(OCc3ccccc3)c2)C[C@@H]2CC[C@H]1N2C(=O)NCc1ccc(Br)cc1,16.6,8.3
O=C1NC(=O)N(c2ccc3c(c2)OCO3)C(=O)/C1=C/c1ccc(N2CCCCC2)o1,61.1*,-4.7
CCOc1ccc(N2C(=O)NC(=O)/C(=C\c3ccc(N4CCOCC4)cc3C)C2=O)cc1,14.8,-3.1
COc1cc(Br)cc(CN2CCN(C)CC2)c1O,4.2,-13.3
CC12CN3CC(C)(CN(C1)C3c1cccs1)C2O (stereo not given),13.3,-7.7
CCN(C(=O)COC(=O)c1cc(C)n(C2CC2)c1C)c1ccccc1,7.6,-11.1
Cc1cc(C(=O)N=Nc2c(O)n(C)c3ccccc23)c(C)o1,20.5,-21.0
CC1CCN(c2cc(Br)c([N+](=O)[O-])cc2F)CC1,5.6,-7.5
CCN1CCN(C(=O)Cc2ccccc2OC)CC1,18.8,-5.1
O=C/C=C/c1ccccc1,11.2,-8.6
CCC1(c2ccccc2)C(=O)NC(=O)NC1=O,3.6,-0.9
CN1CCc2nc3sc(C(=O)NC4CC4)c(N)c3cc2C1,43.4,-10.9
N#CCCn1cc(C=C2C(=O)NC(=O)NC2=O)c(-c2ccccc2)n1,-3.6,-5.7
O=C(CNC1CCCCC1)N1CCC2(CC1)OCCO2,16.3,-0.6
CC1CCN(C(=O)COC(=O)c2cn(C)c3ccccc23)CC1,9.9,-19.1
Cc1cc(C)c(N=Cc2c(O)[nH]c(=O)[nH]c2=O)c(C)c1,20.9,-11.8
CC(=O)c1ccc(OC(NC(=O)c2ccco2)C(Cl)(Cl)Cl)cc1 (stereo not given),4.1,9.8
CC(=O)O[C@@]12CO[C@@H]1C[C@H](O)[C@@]1(C)C(=O)[C@H](O)C3=C(C)[C@@H](O)C[C@@](O)([C@@H](OC(=O)c4ccccc4)C12)C3(C)C (stereo not given in full),7.7,-14.6
Cc1cccc(-n2c(C)nc3cc(C(=O)N4CCC5(CC4)OCCO5)ccc32)c1,7.9,-23.3
C/C=C/c1ccc2c(c1)OCO2,1.9,-9.9
CCCCn1c(O)c(C(C)=Nc2ccc(OCC)cc2)c(=O)[nH]c1=O,30.6,-28.4
CC(C)c1ccc(C2N3CCCN23)cc1 (stereo not given),5.4,-7.6
N#Cc1ccc(Cn2cc(C(=O)c3ccco3)c3ccccc32)cc1,9.8,-9.7
COc1ccc2ccccc2c1CNCCc1ccccc1,8.3,-33.2
CN1C(=O)C(=Cc2c(OCc3cnc(Cl)s3)ccc3ccccc23)C(=O)N(C)C1=O,38.0,-22.0
COc1ccc(CCN(C)Cc2ccc(F)cc2F)cc1OC,7.2,-24.2
CN(C)C(=O)Oc1cc(OC(=O)N(C)C)cc(C(O)CNC(C)(C)C)c1 (stereo not given),15.9&14.2,-13.1&-17.6
CCc1ccc(N2C(=O)NC(=O)C(CCc3ccncc3)(CCc3ccncc3)C2=O)cc1,6.4,-35.8
Cc1cccc(NC(=O)CN2CCN(C(=O)COc3cccc(Br)c3)CC2)c1C,0.0,-21.6
CC1(C)C2CC=C(CN3CCC(O)CC3)C1C2 (stereo not given),9.1,-1.4
CCC(=NCC1CCCO1)c1c(O)n(-c2ccc(OC)cc2)c(=O)[nH]c1=O (stereo not given),7.4,-13.9
Fc1ccc(CCNCc2ccc(Br)cc2)cc1,5.8,-11.2
CCn1c(C)c(C(=O)Nc2ccc(OC)cc2)c2cc(OC)ccc21,-2.2,-29.1
O=c1[nH]c(=O)n(-c2ccccc2)c(O)c1C=NC12CN3CN(CN(C3)C1)C2,4.2,-12.5
CN1CCC(OC(=O)c2cccc(F)c2)CC1,5.7,-9.8
O=[N+]([O-])/C(Cl)=C1\NCCN1Cc1ccc(Cl)nc1,36.8,2.6
O=c1[nH]c(=O)n(-c2cccc3ccccc23)c(O)c1C=NCCCn1ccnc1,13.4,-8.7
Cn1c(O)c(C(=Nc2ccccc2)SCc2ccccc2Cl)c(=O)n(C)c1=O,27.5,-7.7
COc1ccc(OC)c(NP(=O)(Oc2ccc(Cl)cc2)Oc2ccc(Cl)cc2)c1,-7.9,-44.5
CN(C)[C@@H]1C(=O)C(C(N)=O)=C(O)[C@@]2(O)C(=O)C3=C(O)c4c(O)cccc4[C@@](C)(O)C3[C@H](O)C12 (stereo not given in full),9.2&18.9,6.6&0.5
COC(=O)OCC12CCC(O1)C1(C)C(=O)OCC21 (stereo not given),5.5,-13.7
Cc1c2cnn(CC(=O)N3CCC4(CC3)OCCO4)c(=O)c2c(C)n1Cc1cccc(Cl)c1,2.9,-15.4
Cc1cc(C)cc(-n2c(O)c(C=Nc3ccc(N4CCOCC4)cc3)c(=O)[nH]c2=S)c1,6.8,-14.5
Cc1nn(Cc2ccccc2Cl)c(C)c1C(=O)OCC(=O)NC1CCS(=O)(=O)C1 (stereo not given),2.7,-8.2
CCN(CC)P(c1n(C)cc[n+]1C)N(CC)CC,13.4,1.3
COc1ccccc1C1CC2CCC(C1OC(C)=O)N2Cc1ccccc1 (stereo not given),18.2,-35.5
COc1ccc(CC[n+]2cc(/N=C(\C)[O-])on2)cc1OC,20.4,-8.5
Cc1cc(OC(C)C(=O)NCC(O)c2ccccc2)c2c3c(c(=O)oc2c1)CCCC3 (stereo not given),0.9,-30.6
CCOC(C[n+]1c(-c2ccccc2)cc(C)cc1-c1ccccc1)OCC,19.7,-5.6

# Given as tab-separated lines: 7 of the compounds above
SMILES	OX1R antag-1	OX1R antag-2
CN1CCC(OC(=O)c2cccc(F)c2)CC1	5.7	-9.8
COC(=O)OCC12CCC(O1)C1(C)C(=O)OCC21 (stereo not given)	5.5	-13.7
COc1ccc(CC[n+]2cc(/N=C(\C)[O-])on2)cc1OC	20.4	-8.5
Cc1cc(C)cc(-n2c(O)c(C=Nc3ccc(N4CCOCC4)cc3)c(=O)[nH]c2=S)c1	6.8	-14.5
CCN(CC)P(c1n(C)cc[n+]1C)N(CC)CC	13.4	1.3
O=[N+]([O-])/C(Cl)=C1\NCCN1Cc1ccc(Cl)nc1	36.8	2.6
CCOC(C[n+]1c(-c2ccccc2)cc(C)cc1-c1ccccc1)OCC	19.7	-5.6

# The listing continues.
SMILES,OX1R antag-1,OX1R antag-2
Clc1cccc(N2CCNCC2)c1Cl,3.7,3.2
O=C1CCCN1C(=O)c1cncc(Br)c1,9.6,-8.9
C[C@]12CC[C@H](O)CC1=CC[C@@H]1[C@@H]2CC[C@@]2(C)[C@H]1CC[C@]2(C)O,13.0,-8.2
C/C(=N\NC(=O)c1ccccc1O)c1c(O)n(C2CCCCC2)c(=O)[nH]c1=O,7.4,-7.0
COC(=O)C1=C(c2ccc(-c3ccccc3)c(F)c2)C[C@@H]2CC[C@H]1N2C(=O)N1CCC(C)CC1,8.3,-13.0
CC(=O)O[C@@H]1/C=C/[C@](C)(O)C[C@@H](C)C/C=C/[C@H]2[C@@H]3O[C@]3(C)[C@@H](C)[C@H]3[C@H](Cc4ccccc4)NC(=O)[C@@]312,8.7,-29.6
CCNc1nc(Cl)nc(NC(C)C)n1,13.2,-5.0
COc1ccccc1OC(=O)c1ccc(C)c(S(=O)(=O)N2CCOCC2)c1,30.0,-18.7
Cc1ccc(Oc2cc(NN3CCCCC3)c([N+](=O)[O-])cc2[N+](=O)[O-])c([N+](=O)[O-])c1,13.3,-24.1
CN1CCC2(O)OCCCC2C1 (stereo not given),18.8,-11.3
O=C1C2CCN(CC2)C1Cc1ccc(OCCOc2ccccc2)cc1 (stereo not given),8.2,-18.0
O=c1c2ccccc2nc(/C=C/c2ccc(O)cc2)n1-c1ccccc1O,12.6,6.8
COc1ccc(CCC(C)NCCc2ccccc2)cc1 (stereo not given),9.1,-33.2
COC(=O)C1=C(c2cccc(C#N)c2)C[C@@H]2CC[C@H]1N2C(=O)NCCNC(C)=O,8.2,-5.1
C=CCN1C(=O)NC(=O)/C(=C/c2ccc(OC)c(CSc3ccccn3)c2)C1=O,24.9,-16.6
C=CCN1C(=O)CSc2ccc(C(=O)N3CCC4(CC3)OCCO4)cc21,11.9,-8.3
CN1C(=O)C(=Cc2coc3ccccc3c2=O)C(=O)N(C)C1=O,11.9,3.7
O=C1NC(=O)N(c2ccccc2)C(=O)/C1=C/c1ccc2c(c1)Cc1ccccc1-2,12.1,-6.1
COc1cccc(N2C(=O)/C(=C/c3ccc(C)o3)C(=O)NC2=S)c1,-9.9,0.1
Cc1cc(/C=C2\C(=O)NC(=O)N(c3ccc(Cl)cc3)C2=O)c(C)n1-c1cccc(C(=O)O)c1,-4.0,-21.5
COP(=O)(OC)C1(Nc2ccc(C)cc2)CCCCC1,0.6,-17.0
COc1ccc(Cn2c(O)c(C=NCCN3CCOCC3)c(=O)[nH]c2=O)cc1,8.9,-18.0
CN1[C@@H]2CC[C@H]1CC(OC(=O)C1C=Nc3ccccc31)C2 (stereo not given in full),19.8,4.0
Fc1ccc(Cn2nnnc2C(c2ccc(Cl)cc2)N2CC=C(c3ccc(F)cc3)CC2)cc1 (stereo not given),12.8,-8.7
CC(=O)C1C(=O)NC23CCCCC2C1c1ccccc1O3 (stereo not given),9.1,-13.0
c1ccc(CCn2nnnc2CN2CCC(n3nnc4ccccc43)CC2)cc1,17.8,-18.4
COC(=O)C1=C(c2ccc(S(C)(=O)=O)cc2)C[C@@H]2CC[C@H]1N2C(=O)N1CCC(C)CC1,41.1,3.4
CCN1CCN(c2ccc([N+](=O)[O-])cc2C(=O)OC)CC1,37.0,2.8
CCOC(=O)c1c(/N=C/C2C(=O)NC(=O)NC2=O)sc2c1CCC2,18.0,-13.4
COc1cc2c(c(OC)c1)C(=O)OC(C)CCCC(=O)CCCCC2 (stereo not given),21.4,-22.2
Cc1ccc(C(=O)N[C@@H](C)CN2C3=NC[C@@H](Cc4ccccc4)N3C[C@H]2Cc2ccc(O)cc2)cc1Br,6.0,-2.7
CCOC(=O)c1c(C)n(CCN2CCN(C)CC2)c2ccc(OC)cc12,11.5,-15.4
CN(C)CCN(CC1CCCN(Cc2ccccc2F)C1)C(=O)Cc1c(F)cccc1F (stereo not given),-0.9,-41.3
COC(=O)C1=C(c2ccc(F)cc2OCc2ccccc2)C[C@@H]2CC[C@H]1N2C(=O)N1CCC(O)(c2ccc(Cl)cc2)CC1,0.2,-9.7
Cc1nc2ccccc2c(=O)n1-c1ccc(Cl)cc1Cl,-0.3,-18.5
COc1cc(C(=O)NC(=S)N2C[C@H]3C[C@H](C2)c2cccc(=O)n2C3)cc(OC)c1OC,16.2,3.6
Cc1ccc(-c2nc3ccccc3c(=O)n2-c2nccs2)cc1,3.9,-18.0
CCCCN1CCC(C#N)(Nc2ccccc2)CC1,7.7,-22.5
CC1CCC(N(C)C2CCN(C)CC2)CC1 (stereo not given),13.9,-10.0
O=C1NC(=O)C(=Cc2ccc(Sc3ccccc3)o2)C(=O)N1,6.4,-15.0
CCC(=O)OC(Cc1ccccc1)(c1ccccc1)[C@H](C)CN(C)C (stereo not given in full),0.4,-18.2
CCCCN1C(=O)NC(=O)/C(=C/c2cnc(SC)nc2)C1=O,28.5,2.3
C[N+](C)(C)CC#CCOC(=O)Nc1cccc(Cl)c1,23.0,5.1
CCC(=NCCC(c1ccccc1)c1ccccc1)c1c(O)n(C)c(=O)n(C)c1=O,11.7,-20.4
O=C(CN1CCN(c2ccccc2F)CC1)Nc1cccnc1Cl,18.2,-5.7
OC1/C(=C/c2ccccc2F)N2CCC1CC2 (stereo not given),9.2,8.8
C[C@]12CCC3C(C1CCC2=O)[C@H](O)C[C@H]1C[C@@H](O)CC[C@]31C (stereo not given in full),1.1,-6.2
N#Cc1ccccc1Cn1cc(C(=O)c2cccs2)c2ccccc21,23.2,-30.6
C=CCn1c(O)c(C(CC)=NCc2ccc3c(c2)OCO3)c(=O)[nH]c1=O,21.8,-14.4
COc1ccc(CC(C)NCCC(c2ccccc2)c2ccccc2)cc1 (stereo not given),7.5,-8.5
Cn1c(O)c(C=NC2CC3CCC2(C)C3(C)C)c(=O)[nH]c1=O (stereo not given),9.1,-11.6
COc1ccccc1N1CCN(CCc2ccccc2)CC1,12.8,-32.6
